# Assay outcomes: PubChem, several laboratories
# PLAP activator = activators of human placental alkaline phosphatase. actives 1.2% (n = 96,000). AID 696. purified PLAP enzyme, luminescent substrate read-out; hits give high values. P05187. activation fold at 20 µM; in the data active = activation fold above about 2
# FAK inh = blocks human focal adhesion kinase activity; Q05397; biochemical FAK kinase activity assay; inhibition, %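 (tested at 7 µM)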; actives 0.84% (n = 97,000); AID 727; in the data active = inhibition above about 19%;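 also: 0% = DMSO and 100% = reference compound high control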
# Target sequence (Q05397 whole entry, looked up): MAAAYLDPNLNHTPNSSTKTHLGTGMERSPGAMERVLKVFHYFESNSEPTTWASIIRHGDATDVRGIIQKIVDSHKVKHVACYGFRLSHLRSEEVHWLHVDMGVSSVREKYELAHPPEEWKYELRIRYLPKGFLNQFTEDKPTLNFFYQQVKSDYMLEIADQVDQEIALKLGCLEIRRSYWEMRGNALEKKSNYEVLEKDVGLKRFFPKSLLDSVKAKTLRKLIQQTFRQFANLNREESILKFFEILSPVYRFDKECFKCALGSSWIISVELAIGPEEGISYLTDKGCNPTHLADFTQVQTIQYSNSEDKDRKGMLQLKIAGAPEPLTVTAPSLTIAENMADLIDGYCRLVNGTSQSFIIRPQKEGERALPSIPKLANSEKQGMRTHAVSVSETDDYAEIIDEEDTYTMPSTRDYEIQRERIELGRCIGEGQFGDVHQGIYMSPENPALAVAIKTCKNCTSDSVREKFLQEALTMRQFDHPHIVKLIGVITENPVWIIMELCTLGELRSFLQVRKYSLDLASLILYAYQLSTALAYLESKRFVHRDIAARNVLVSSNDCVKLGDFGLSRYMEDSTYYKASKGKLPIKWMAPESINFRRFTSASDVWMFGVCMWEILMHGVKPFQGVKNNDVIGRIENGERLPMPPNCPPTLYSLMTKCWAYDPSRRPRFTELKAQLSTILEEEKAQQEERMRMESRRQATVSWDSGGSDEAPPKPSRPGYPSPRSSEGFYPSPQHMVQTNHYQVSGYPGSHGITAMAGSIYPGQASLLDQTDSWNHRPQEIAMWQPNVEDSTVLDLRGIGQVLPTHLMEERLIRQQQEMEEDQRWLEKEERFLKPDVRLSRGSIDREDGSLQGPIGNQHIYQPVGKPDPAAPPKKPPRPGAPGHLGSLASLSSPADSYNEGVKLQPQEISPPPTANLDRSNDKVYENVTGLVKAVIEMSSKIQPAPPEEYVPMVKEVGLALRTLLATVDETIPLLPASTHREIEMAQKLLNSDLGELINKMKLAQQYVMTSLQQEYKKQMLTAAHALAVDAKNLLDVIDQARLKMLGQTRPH
# EphB4 antag = EphB4-ephrin-B2 interaction antagonism; AID 720; EphB4 LBD / TNYL-RAW-Alexa532 peptide, fluorescence polarization; actives 0.15% (n = 97,000); P54760; inhibition, % at 7 µM;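 active = inhibition above the screen-wide mean inhibition plus 3 SD, cut at about 15% in these data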;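 also: 0% = DMSO wells and 100% = excess unlabeled TNYL-RAW peptide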
# Plk1 PBD FP = Plk1 (human) PBD binding inhibition. P53350. AID 693. inhibition, %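 (tested at about 20 µM)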. Plk1 PBD phosphopeptide binding, fluorescence polarization. actives 0.13% (n = 97,000); in the data active = inhibition above about 34%, passing the limit was not always enough
# MT1-MMP txn act = activates MT1-MMP transcription | HT1080 MT1-MMP promoter luciferase reporter, luminescence, overnight; hits give high values | activation factor at 10 µM | actives 0.16% (n = 86,000) | AID 750;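 active = activation factor of at least 2 for MT1-MMP transcription at 10 µM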
# S1P2 ag = agonists of human S1P2 receptor | AID 729 | activation, % at 4.5 µM | O95136 | actives 0.46% (n = 97,000) | S1P2-expressing cell line, agonist reporter read-out; in the data active = activation above about 16%;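 also: 0% = vehicle low control and 100% = maximal reference agonist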
# S1P2 antag = S1P2 (human) receptor antagonism | O95136 | cell-based S1P2 antagonist assay, inhibition at 5 uM | inhibition, % at 5 µM | actives 0.21% (n = 97,000) | AID 736; in the data active = inhibition above about 45%;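 also: CRE beta-lactamase reporter cells expressing human S1P2 stimulated with S1P; 0% = agonist at EC80 alone and 100% = agonist plus reference antagonist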
# HIV Rev-RRE inh = HIV Rev-RRE protein-RNA interaction inhibition; P05866; AID 704; Rev peptide-RRE RNA binding, FRET; actives 0.79% (n = 97,000); inhibition, % at 8 µM;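 active = inhibition above the screen-wide mean plus 3 SD, cut at about 35% in these data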;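 also: 0% = median DMSO wells and 100% = median Neomycin B control wells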
#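 Test system: Cy5-tagged RRE RNA duplex with fluorescein-tagged Rev peptide; Probe or stimulus: labelled Rev peptide; Schedule: 5 min preincubation and 15 min binding, 25 °C; Signal: FRET fluorescence readout; Evaluation: % inhibition from 671/540 nm acceptor-to-donor ratio, scaled between controls; Control set: DMSO and neomycin B.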
# PLK1 inh = PLK1 (human) kinase inhibition; actives 0.53% (n = 97,000); inhibition, % at 10 µM; recombinant PLK1 kinase, TR-FRET peptide phosphorylation;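 active = inhibition of 50% or more in the single-concentration screen; inactive = inhibition below 50%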;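 also: 0% = DMSO max control and 100% = H-89 dihydrochloride min control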
# * marks the source's active call; other numbers are inactive results; / = not tested or not shown. An unsorted share of the library; about 3.9% have a hit in one of these screens.
Compound	PLAP activator	FAK inh	EphB4 antag	Plk1 PBD FP	MT1-MMP txn act	S1P2 ag	S1P2 antag	HIV Rev-RRE inh	PLK1 inh
CCOC(=O)c1c(C)[nH]c(C)c1C(=O)Cn1nnc(-c2ccccc2C)n1	/	-1	7	-21	1.1	0	0	13	-2
COc1ccc2c(c1)[nH]c1c(=O)n(CC3CCCO3)cnc12 (stereo unspecified)	0.9	1	0	-19	/	-1	-29	-2	-29
COC(=O)c1[nH]c2cccc(C)c2c1NC(=O)CN1CCN(C(=O)c2ccco2)CC1	1.2	2	2	6	1.3	-7	16	3	-11
O=C(Nc1ccncc1)c1cccs1	0.9	4	6	1	1.1	-7	7	1	21
COC(=O)c1ccc(CSc2nnc(-c3c[nH]c4ccccc34)n2C)o1	1.2	-4	-5	5	1	-2	1	3	71*
CCN1C(=O)c2cccc3c(S(=O)(=O)Nc4ccccc4OC)ccc1c23	1.1	5	0	-15	1.4	-6	26	15	4
COC(=O)c1c(C(C)=O)cnc2ccc(Br)cc12	0.9	-5	-2	-19	1.3	0	-12	7	-7
Cc1ccc(C(C#N)N2CCOCC2)cc1 (stereo unspecified)	/	-2	3	4	1.1	-5	11	6	-4

# Looked up one by one from above, three records:
Compound	PLAP activator	FAK inh	EphB4 antag	Plk1 PBD FP	MT1-MMP txn act	S1P2 ag	S1P2 antag	HIV Rev-RRE inh	PLK1 inh
O=C(Nc1ccncc1)c1cccs1	0.9	4	6	1	1.1	-7	7	1	21
Cc1ccc(C(C#N)N2CCOCC2)cc1 (stereo unspecified)	/	-2	3	4	1.1	-5	11	6	-4
COC(=O)c1[nH]c2cccc(C)c2c1NC(=O)CN1CCN(C(=O)c2ccco2)CC1	1.2	2	2	6	1.3	-7	16	3	-11

# Further results follow:
Compound	PLAP activator	FAK inh	EphB4 antag	Plk1 PBD FP	MT1-MMP txn act	S1P2 ag	S1P2 antag	HIV Rev-RRE inh	PLK1 inh
COc1ccccc1/C=N/N(C(C)=O)c1nc(-c2ccc(F)cc2)cs1	1	-11	-7	18	/	-8	10	3	-4
Nc1nonc1C(=O)NCCNCc1c(OCc2ccccc2F)ccc2ccccc12	0.6	2	0	11	1.1	-3	22	10	-7
O=C(NCc1ccco1)c1ccc(Cn2cc([N+](=O)[O-])cn2)o1	0.8	0	-5	8	/	3	-5	7	-12
CCOC(=O)N1CCN(C(=O)c2ccc(N(Cc3ccc(C)cc3)S(C)(=O)=O)cc2)CC1	1.6	-1	6	21	1.1	-5	1	4	-12
CC(=O)OCc1c(F)c(F)c(-n2nc(C)cc2C)c(F)c1F	0.9	-2	-1	-17	1.1	-5	5	0	-10
CCN(CC)CCOc1c(Br)ccc2c1sc1nc3n(c(=O)c12)CCC3	1.5	5	-1	-3	1.2	-2	2	8	10
O=C(c1ccccc1NS(=O)(=O)c1cccc([N+](=O)[O-])c1)N1CCOCC1	1	-2	8	16	/	-5	1	3	-13
CCOc1cc(S(=O)(=O)NC2CC(C)(C)NC(C)(C)C2)ccc1F	0.9	5	13	-9	1.1	-3	-1	3	-5
Cc1ccc2c(c1)n([O-])c1c([n+]2=O)CCCC1	0.9	-2	-5	-11	/	-4	-1	2	2
CNc1nnc(-c2cccc(N(C)C)c2)s1	0.8	-1	-3	-11	1.6	-6	-6	1	-15
CCOC(=O)c1sc(=S)n(-c2ccc(C)cc2)c1SC	1.1	0	3	-15	/	-4	19	8	-6
O=C(NCc1ccc2c(c1)OCO2)c1ccc(-c2ccc(Cl)cc2)o1	0.9	-2	2	-13	1	-2	8	6	0
CC(C)(C)c1ccc(C2CC2C(=O)N/N=C\c2cc3ccccc3nc2Cl)cc1 (stereo unspecified)	1.1	0	-4	-17	/	-5	-2	11	-11
COc1ccccc1N=Cc1nc(-c2ccccc2)oc1OC(C)=O	/	-2	-1	1	/	-3	22	9	-3
CCOC(=O)c1ccc(NC(=O)CCOc2ccc(OC)cc2)cc1	0.7	2	3	9	/	-1	-18	13	-39
Cc1ccnc(NC(=O)c2ccc(COc3ccc(Cl)cc3)o2)c1	0.8	2	2	15	1.1	-5	-4	17	-12
COCC(=O)Nc1nc2n(n1)C(c1ccccc1)CC(c1ccc(OC)cc1)N2 (stereo unspecified)	1.6	7	4	8	1.1	-13	26	9	-11
CCn1c(SCC(=O)Nc2cc(C)on2)nnc1-c1ccccc1	/	0	2	-23	1.1	-4	-25	-2	-7
O=C(Nc1ccc(CN2CCOCC2)cc1)c1cc2ccccn2n1	1.1	4	-7	27	/	-3	-4	1	-9
Clc1ncnc2c1oc1ccccc12	1	5	-2	1	/	-3	7	6	-10
COC(=O)C1=C(N)Oc2c(oc(CO)cc2=O)C1c1ccccc1F (stereo unspecified)	0.8	-5	5	-3	1.1	-7	-6	0	-11
CC1CCN(S(=O)(=O)c2cn(C)c(=O)n(C)c2=O)CC1	0.9	-1	-12	19	/	-2	8	8	-13
O=C(N/N=C/c1ccc([N+](=O)[O-])o1)c1cc(-c2ccncc2)nc2ccccc12	1.2	8	3	17	/	-7	-6	3	7
Cc1ccc(SCc2cc(-c3ccc(Cl)cc3)no2)cc1	1	0	2	13	/	-3	11	2	-10
COC(=O)C(Nc1nccs1)(OC)C(F)(F)F (stereo unspecified)	1	-2	7	-14	1.1	-9	4	22	-14
CCOC(=O)N1CCN(c2c(NCCN3CCCCC3CC)c(=O)c2=O)CC1 (stereo unspecified)	1	-2	2	-9	1	-4	0	4	-13
Cn1c(=O)c2c(ncn2CC(=O)Nc2ccccc2)n(C)c1=O	0.9	2	0	17	/	-2	0	10	4
Cn1c(=O)c2cc(S(=O)(=O)NCCC(=O)NCCC3=CCCCC3)ccc2n(C)c1=O	0.9	0	-2	-2	1	-5	2	2	-10
Nc1nnc(SCc2ccc(Cl)cc2)s1	/	2	0	9	1.2	-4	-9	6	-9
CCCC(=O)c1c(C)c2ccccc2n1C	1	1	-11	-17	1	0	-15	3	-3
Cc1ccccc1CN(c1ccc(C(=O)NCCC2=CCCCC2)cc1)S(C)(=O)=O	1	5	-5	14	1.2	-2	6	1	-3
CCOP(=O)(c1ccc(N(C)C)cc1)C(O)c1ccccc1OC (stereo unspecified)	0.8	1	10	-18	1.1	-8	1	6	-1
COc1cccc(-c2cc(C(=O)Nc3c(C)nn(Cc4ccccc4)c3C)no2)c1	0.9	3	1	11	0.9	-3	2	3	-14
Cc1cccc(-c2nnc(-c3cccc(NC(=O)Cc4cccs4)c3)o2)c1	0.9	1	0	21	/	-3	18	1	-8
COc1ccc(NC(=O)CCNS(=O)(=O)c2ccc3c(c2)CCC(=O)N3)cc1	0.8	0	-3	-6	/	-3	-19	-4	-13
O=C(CSc1nnc(CNc2ccccc2)o1)N1CCN(C(=O)c2ccco2)CC1	/	2	-2	-16	1.1	-2	-6	0	-14
O=C(Cn1nnc(-c2ccc3c(c2)OCO3)n1)NCc1ccco1	0.9	6	10	14	/	-2	9	6	-16
CCN1CCN(S(=O)(=O)c2cc(OCC(=O)NC3CCCCC3)c(C)cc2Cl)CC1	1.5	-2	-3	-12	1.2	-10	-1	1	-9
C=CCn1c(SCC(=O)/C(C#N)=C(\C)N)nc2sc(CC)cc2c1=O	/	5	1	12	1.1	-2	-11	15	-8
COc1cc(CNC2CCCC2)cc(Cl)c1OCc1ccc(F)cc1	1.6	1	0	-7	/	-4	29	10	-5
Cc1nnsc1NC(=O)OCc1ccccc1Cl	1	-2	2	7	/	-3	4	0	1
COc1ccc(OC)c(NC(=O)CSc2ccc3ccccc3c2)c1	0.8	-1	-6	11	1	-4	-29	12	-13
COC(=O)c1ccccc1NC(=O)c1ccc(COc2ccccc2)o1	1.1	6	-5	-3	1.1	1	-10	12	-6
COC(=O)COc1ccc(Cl)cc1C1Nc2ccccc2C(=O)N1c1ccc(OC)cc1 (stereo unspecified)	1.1	5	-1	24	/	-1	13	11	1
CCOC(=O)c1c(NC(=O)c2c(Br)cnn2CC)sc(C)c1C	/	-2	0	5	1.3	-7	-37	13	-13
CCOc1cccc(SCc2noc(C(=O)NCCOC)c2C(=O)O)c1	1.2	-1	8	-5	/	-9	8	3	5
COC(=O)C1=C2SC(C)C(=O)N2C(N)=C(C#N)C1c1ccc(OC)c(OC)c1 (stereo unspecified)	1.7	-6	-8	2	1	-1	-12	-2	-8
Cc1ccc2oc(=O)c3cnn(CC(=O)N4CCN(c5ccccn5)CC4)c3c2c1	1.2	0	6	4	1.1	-7	-1	3	1
COc1ccc(/C=C/C(=O)c2nc3ccccc3n2CC(=O)c2ccc(OC)cc2)cc1	1	-2	0	-22	/	-4	20	9	-8
C/C(=N\NC(=S)NCCc1ccccc1)c1ccc(C)cc1	/	1	2	13	1.1	-5	-5	2	-14
CCOc1ccc(NC(=O)c2cccc3c2C(=O)N(CCOC)C3)cc1	0.8	4	1	-12	1	-4	-5	10	-7
CCn1c(SCC(=O)c2ccccc2)nnc1-c1cnccn1	0.9	0	-6	6	1.6	-3	6	-1	-5
O=S(=O)(Nc1ccc2c(c1)OCCO2)c1ccc(Br)s1	0.9	0	7	20	1.3	-7	2	1	1
c1ccc(-c2ccc(C3=Nn4c(Cn5nnc6ccccc65)nnc4SC3)cc2)cc1	0.9	2	-10	8	/	-5	-23	-1	-13
Cc1cc(N2CCOCC2)n2nc(C)c(-c3ccccc3)c2n1	1	2	-7	-2	1.1	3	-32	9	-8
COC(=O)CC1SC(=O)NC1=O (stereo unspecified)	0.9	-2	0	8	1.1	-2	-99	-4	-7

# (listing goes on)
Compound	PLAP activator	FAK inh	EphB4 antag	Plk1 PBD FP	MT1-MMP txn act	S1P2 ag	S1P2 antag	HIV Rev-RRE inh	PLK1 inh
CCCCn1c(O)c(C(CC)=Nc2ccc3c(c2)CCC3)c(=O)[nH]c1=O	0.9	-2	-4	-9	0.9	-3	-14	4	-4
FC(F)(F)c1nnc2sc(-c3ccncc3)nn12	1	3	-7	-11	1.3	-8	-4	7	2
CSc1nc2nc3c(c(=O)n2[nH]1)CCC3	0.8	1	3	-2	1.2	-1	-7	8	-4
CS(=O)(=O)N(CC(=O)N1CCN(c2cccc(Cl)c2)CC1)c1cccc(F)c1	1.6	0	-8	2	1.1	-4	-11	10	-7
CC(C)=C1C2CCC1C(C(=O)NCc1ccccc1)C2C(=O)O (stereo unspecified)	0.9	-1	0	-28	1.1	-8	2	6	-9
O=C(c1cc2nc(-c3ccco3)cc(C(F)(F)F)n2n1)N1CCN(c2ccccc2)CC1	1.3	2	-6	-14	1.1	-5	1	-3	-13
CCNC(=S)N(Cc1ccc(OC)cc1)C1CC(=O)N(c2ccc(OCC)cc2)C1=O (stereo unspecified)	1	-3	-7	17	/	-7	-19	4	-4
O=C(CCc1nc(-c2ccccc2F)no1)NCc1ccco1	0.8	5	9	14	1.2	-3	25	8	-7
O=C(CCc1ccc(S(=O)(=O)N2CCOCC2)cc1)Nc1nccs1	0.9	-4	-1	15	1	-2	-1	-3	-6
O=C(O)C1CCCN1S(=O)(=O)c1ccc2[nH]c(=O)c(=O)[nH]c2c1 (stereo unspecified)	0.9	0	-7	-7	1.1	-6	-8	5	-5
CCCc1nc(SCC(=O)c2ccccc2)c2c(=O)n(C)c(=O)n(C)c2n1	1.4	-1	7	-36	/	-2	8	4	-7
COC(=O)C1(C)NC(c2ccco2)C2C(=O)N(c3ccc(C)cc3)C(=O)C21 (stereo unspecified)	1	-1	-10	-4	1.1	-7	2	2	-4
Cc1cc(=O)[nH]c2n[nH]c(-c3ccccc3)c12	1.1	0	0	-13	1.5	-5	16	4	-2
Cc1ccc(C(=O)CC(=O)c2cc(Cl)ccc2O)cc1	0.7	-1	-7	24	1.5	-4	15	11	-1
Cn1c(SCc2ccc(Cl)cc2)nc(C(F)(F)F)cc1=O	1.1	2	-5	31	/	-4	21	20	-9
